S100A4 MyoIIA = inhibitors of S100A4-myosin IIA peptide binding, primary screen, biochemical, fluorescence polarization, TAMRA-MyoIIA peptide; Protein S100-A4 (Homo sapiens), P26447; inhibition, % at 10.7 µM; 360,000 compounds, 0.14% hits; AID 652163, 2013;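 active = mean inhibition of at least 70% across replicates, with every replicate also reaching that level; inconclusive = mean inhibition reaches 70% but some replicates fall short; inactive = mean inhibition below 70%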
Target sequence (P26447 whole entry, looked up): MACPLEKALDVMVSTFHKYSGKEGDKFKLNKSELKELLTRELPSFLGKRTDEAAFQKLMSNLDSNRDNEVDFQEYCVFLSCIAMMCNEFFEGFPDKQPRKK
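Test system – S100A4 monomer (human) · Compound – single-point compound testing · Schedule – 5 min incubation before reading · Probe or stimulus – TAMRA-labelled myosin IIA heavy-chain peptide probe, 5 nM · Benchmarks – neutral control DMSO, positive control TFP · Medium – Calcium-containing HEPES buffer, pH 7.2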
XiGFP reactiv = activators of inactive X chromosome reactivation, primary screen, imaging, XiGFP fibroblasts, GFP high-content imaging, set 2. activation, % at 7.58 µM. XiGFP mouse fibroblasts, % GFP-positive cells imaging, 3 d; cells co-treated with 5-aza-dC sensitizer; scaled so ellipticine positive control = 100%. AID 743238, 2013. 360,000 compounds, 0.055% hits;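 active = mean normalized replicate activation at least 10% and every replicate at or above 10%; inconclusive = only one of the two criteria met; inactive = mean below 10% and not all replicates reach 10%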;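 also: 0% = median of on-plate neutral control wells and 100% = ellipticine 6 µM median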
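System: 68-5-11 XiGFP fibroblast line; Timing: 3 days compound exposure; Compound dosing: one concentration, pinned; Benchmarks: positive control ellipticine, 6 µM final; Buffer or medium: DMEM containing 5-aza-dC.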
RAD54 branch = inhibitors of human RAD54 branch migration, primary screen, biochemical, fluorescence, single point | RAD54 Holliday junction branch migration, FAM/BHQ fluorescence | inhibition, % at 10.4 µM | 360,000 compounds, 0.14% hits | AID 602329, 2012;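 active = mean normalized replicate activity at least 40 and at least half of replicates scoring 40 or more; inconclusive = only one of the two criteria met; inactive = mean below 40 and under half of replicates reaching 40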;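 also: 0% = median of neutral control wells and 100% = median of positive control wells; inhibitors cause a drop in the FAM fluorescence signal; in these data hits start at about 50%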
RAD52 inh = RAD52 DNA annealing inhibitors, primary screen, biochemical, FRET, single point, set 2; 360,000 compounds, 0.46% hits; inhibition, % at 18.7 µM; AID 651710, 2012; DNA repair protein RAD52 homolog (Homo sapiens), P43351; recombinant RAD52 DNA annealing, FRET fluorescence;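 active = every replicate showing at least 50% inhibition; inconclusive = mean inhibition at least 50% but not in every replicate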
Target sequence (P43351 whole entry, looked up): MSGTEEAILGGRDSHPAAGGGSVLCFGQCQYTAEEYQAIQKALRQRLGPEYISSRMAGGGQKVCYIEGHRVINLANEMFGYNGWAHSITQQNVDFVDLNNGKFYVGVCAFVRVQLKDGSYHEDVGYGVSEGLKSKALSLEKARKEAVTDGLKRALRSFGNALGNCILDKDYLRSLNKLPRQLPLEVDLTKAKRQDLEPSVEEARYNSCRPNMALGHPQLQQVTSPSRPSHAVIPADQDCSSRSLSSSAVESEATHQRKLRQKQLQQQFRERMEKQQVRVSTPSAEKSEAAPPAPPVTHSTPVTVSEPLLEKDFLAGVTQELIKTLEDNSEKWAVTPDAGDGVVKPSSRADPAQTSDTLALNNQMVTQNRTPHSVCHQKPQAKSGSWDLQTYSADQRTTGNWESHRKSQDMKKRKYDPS
E-selectin induc = E-selectin induction in HUVECs, primary screen, imaging, HUVEC, immunofluorescence imaging, single point. AID 686992, 2013. normalized: neutral wells 0, TNF-alpha wells 100. activation, % at 7.58 µM. P16581. 260,000 compounds, 0.37% hits;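 active = mean E-selectin-positive cell signal at least 10% of the positive control, reached in at least 60% of replicates, without over 20% cell loss; inconclusive = no rule given, readout overlaps actives, possibly toxicity-flagged; inactive = the rest, including those meeting only one limit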;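 also: in these data hits start at about 27%; measured in HUVEC primary endothelial cells; signal is the percent of cells scored E-selectin positive by PE staining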
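System: HUVEC / Compound: single concentration / Signal: immunofluorescence imaging / Read-out: percent E-selectin-positive cells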
EWS-Fli inh = EWS/Fli-driven NR0B1 reporter inhibitors, primary screen, A673 cells, NR0B1 luciferase, luminescence, MLPCN library; viability-normalised; inhibition, % at 12.6 µM; 350,000 compounds, 0.67% hits;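 active = mean inhibition of at least 50% after viability correction, with every replicate also passing that limit; inconclusive = mean reaches 50% but only one of two replicates passes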;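 also: firefly luciferase signal divided by Alamar Blue viability fluorescence both relative to DMSO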
esBAF inh = Bmi1 luciferase reporter increase in mESCs, primary screen, esBAF inhibitor project, mouse ES cells, Bmi1 luciferase knock-in, single point; AID 602393, 2012; 24 h; 100% = twice the neutral-well signal; reporter increase, % at 12.5 µM; 350,000 compounds, 2% hits; in the data active = activation above about 40%; inconclusive = no clear call, values can overlap the other calls;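 also: 0% = median of the plate's neutral control wells and 100% = double that signal; a rise in the Bmi1 reporter signal indicates esBAF inhibition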
FN deposition inh = inhibitors of fibronectin matrix deposition, primary screen, AH1F cells, Alexa488-fibronectin fluorescence, plate reader. 350,000 compounds, 0.086% hits. inhibition, % at 12.6 µM. AH1F fibroblasts, overnight. AID 743247, 2014;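 active = mean inhibition across replicates of 30% or more, regardless of how many single replicates reach that level; inconclusive = mean under 30% yet at least half of replicates reach 30%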;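 also: positive control wells lacked labelled fibronectin entirely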
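Material: AH1F fibroblast monolayer depositing Alexa488-labelled fibronectin into matrix / Amount: 10000 AH1F cells per well / Signal: fluorescence 485/525 nm / Medium: DMEM, 2% serum / Compound: single dose, pinned / Incubation: 1 h cell adhesion before compound, then overnight fibronectin incubation / Reagent: Alexa488-FN, 24 nM final / Read-out: inhibition of fibronectin deposition signal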
* hit, by the source's call; & = joins results of further samples.

Results for CCCC(=O)Nc1nc(-c2ccccc2)c(CC)s1 ?
S100A4 MyoIIA: -1; XiGFP reactiv: 0.0; RAD52 inh: -8; EWS-Fli inh: 2; FN deposition inh: -6

Results for CCS(=O)(=O)N1CCC2(CC1)CN(C(=O)Nc1cccc(F)c1)[C@H](CO)c1c2c2ccc(OC)cc2n1C ?
S100A4 MyoIIA: -1; XiGFP reactiv: 0.3; RAD52 inh: 11; E-selectin induc: 0.9; EWS-Fli inh: 15

What do the screens show for `COc1cc2nc(C(C)(C)C)oc(=O)c2cc1OC`?
S100A4 MyoIIA: 0; XiGFP reactiv: 0.2; RAD52 inh: 0; E-selectin induc: 0.0; EWS-Fli inh: 5; FN deposition inh: 3

What do the screens show for `C[C@H](CO)N1C[C@H](C)[C@H](CN(C)S(=O)(=O)c2ccc(F)cc2)OCc2ccccc2-c2c(n(C)c3ccccc23)C1=O`?
S100A4 MyoIIA: 12; XiGFP reactiv: 0.3; RAD54 branch: 1; RAD52 inh: 11; E-selectin induc: -0.5; EWS-Fli inh: -1; esBAF inh: 7; FN deposition inh: 5

How did C[C@H](CO)N1C[C@H](C)[C@H](CN(C)S(=O)(=O)c2cccs2)Oc2ccc(NS(=O)(=O)c3ccc(F)cc3)cc2C1=O do in these assays?
S100A4 MyoIIA: -2; XiGFP reactiv: -0.4; RAD54 branch: -2; RAD52 inh: -9; E-selectin induc: -0.3; EWS-Fli inh: -10; esBAF inh: -3; FN deposition inh: 8

Results for COc1cccc(S(=O)(=O)N2CCCCN3[C@H](CO)[C@@H](c4ccc(-c5ccccc5)cc4)[C@@H]3C2)c1 ?
S100A4 MyoIIA: 0; XiGFP reactiv: 0.0; RAD54 branch: -3; RAD52 inh: -9; E-selectin induc: -0.6; EWS-Fli inh: 2

Results for O=C(CCC(=O)N1CCOc2ccc(Cl)cc21)NCCCN1CCOCC1 ?
S100A4 MyoIIA: 3; XiGFP reactiv: -0.1; RAD54 branch: 0; RAD52 inh: 2; EWS-Fli inh: 10; esBAF inh: 2; FN deposition inh: 10

How did C[C@H](CO)N1C[C@H](C)[C@@H](CN(C)S(=O)(=O)c2ccccc2C#N)OCc2cnnn2CCCC1=O do in these assays?
S100A4 MyoIIA: 1; XiGFP reactiv: 0.1&0.1; RAD54 branch: -8; RAD52 inh: -2; E-selectin induc: 0.3; EWS-Fli inh: -3; esBAF inh: -9; FN deposition inh: 0&-7

What do the screens show for `CC(=O)C1=C(O)C(=O)N(c2ccc(Br)cc2)C1c1ccc(Cl)cc1` (configuration not stated)?
S100A4 MyoIIA: 1; XiGFP reactiv: 0.2; RAD54 branch: -6; RAD52 inh: -4; E-selectin induc: 0.3; EWS-Fli inh: -10; esBAF inh: 2; FN deposition inh: -5

Results for CC(C)(C)NC(=O)NC(=O)CSc1cccc(C(F)(F)F)c1 ?
S100A4 MyoIIA: 1; XiGFP reactiv: -0.8; RAD52 inh: -11; E-selectin induc: -0.7; EWS-Fli inh: 11; FN deposition inh: 4

What do the screens show for `COc1cc(/C=C2/SC(=S)N(C)C2=O)ccc1OC(=O)c1ccco1`?
S100A4 MyoIIA: 1; XiGFP reactiv: 0.1; RAD52 inh: -80; EWS-Fli inh: 12

How did Cc1ccc(-c2nc(CSCC(=O)NC3CCN(Cc4ccccc4)CC3)c(C)o2)cc1 do in these assays?
S100A4 MyoIIA: -5; XiGFP reactiv: 0.1; RAD54 branch: -1; RAD52 inh: -20; EWS-Fli inh: 12; esBAF inh: 3; FN deposition inh: 11

How did Oc1nc(Nc2ccc(Cl)cc2Cl)sc1/C=C1\C=Nc2ccccc21 do in these assays?
S100A4 MyoIIA: -15; XiGFP reactiv: 0.4; RAD52 inh: -96; E-selectin induc: 1.2; EWS-Fli inh: 20; FN deposition inh: 6

How did CCOc1cc(C#N)c(NC(=O)Cn2nnc3ccccc32)cc1OCC do in these assays?
RAD54 branch: -11; E-selectin induc: 1.1; esBAF inh: 1; FN deposition inh: 0

How did O=C(O)C1C2CCC(O2)C1C(=O)Nc1ccccc1Br (configuration not stated) do in these assays?
S100A4 MyoIIA: 1; XiGFP reactiv: 0.0; RAD54 branch: 2; RAD52 inh: -15; EWS-Fli inh: 13; esBAF inh: 5; FN deposition inh: 0

Results for Cc1noc(C)c1NC(=O)NCC[C@@H]1CC[C@H](NC(=O)Nc2cccc(Cl)c2)[C@@H](CO)O1 ?
S100A4 MyoIIA: 3; XiGFP reactiv: -0.1; RAD54 branch: -4; RAD52 inh: -13; E-selectin induc: 0.3; EWS-Fli inh: -2; esBAF inh: 1; FN deposition inh: 4

What do the screens show for `CCO[C@H]1OC(C(=O)N2CCN(Cc3ccc4c(c3)OCO4)CC2)=C[C@@H](c2cn(C(C)=O)c3ccccc23)[C@@H]1CCCO`?
S100A4 MyoIIA: 9&3; XiGFP reactiv: -0.1; RAD54 branch: 0; RAD52 inh: -19&16; E-selectin induc: -0.1; EWS-Fli inh: 10&13; esBAF inh: 6; FN deposition inh: -28

How did CSCCCN1CCCC(CO)(Cc2ccc(F)cc2)C1 (configuration not stated) do in these assays?
S100A4 MyoIIA: -15; XiGFP reactiv: 0.0; RAD54 branch: -4; RAD52 inh: -14; EWS-Fli inh: 16; esBAF inh: -4; FN deposition inh: -10

Results for CC1CCCCC1NC(=O)C1CC(=O)N(Cc2ccccc2)C1 (configuration not stated) ?
S100A4 MyoIIA: -1; XiGFP reactiv: 0.0; RAD54 branch: -10; RAD52 inh: 9; E-selectin induc: 0.5; EWS-Fli inh: -12; esBAF inh: -7

What do the screens show for `NC(=O)COc1cc2oc(=O)c3c(c2cc1Cl)CCCC3`?
S100A4 MyoIIA: -6; XiGFP reactiv: 0.2; RAD54 branch: -4; RAD52 inh: -14; EWS-Fli inh: 41; esBAF inh: -4; FN deposition inh: 1

What do the screens show for `O=C(NCc1ccc(F)cc1)C1CCN(S(=O)(=O)N2CCOCC2)CC1`?
S100A4 MyoIIA: 3; XiGFP reactiv: 0.0; RAD54 branch: -2; RAD52 inh: -5; E-selectin induc: 5.2; EWS-Fli inh: 21; esBAF inh: 4; FN deposition inh: -18

Results for C[C@@H]1CCCCO[C@H](CN(C)S(=O)(=O)c2ccc(Cl)cc2)[C@H](C)CN([C@@H](C)CO)C(=O)c2cc(NS(=O)(=O)c3ccc(Cl)cc3)ccc2O1 ?
XiGFP reactiv: 0.0; RAD54 branch: 0; E-selectin induc: -0.1; EWS-Fli inh: 4; esBAF inh: 5; FN deposition inh: 6

What do the screens show for `O=C(NCCc1cccc(Cl)c1)c1ccc(Cl)c([N+](=O)[O-])c1`?
S100A4 MyoIIA: -1; XiGFP reactiv: 0.1; RAD52 inh: -10; EWS-Fli inh: -8; esBAF inh: inconclusive; FN deposition inh: 1

Results for CCC(=O)Nc1ccc2c(c1)OC[C@H](C)N(C(=O)Cc1cccnc1)C[C@@H](C)[C@@H](OC)CN(C)C2=O ?
S100A4 MyoIIA: 11; XiGFP reactiv: 0.6; RAD54 branch: -1; RAD52 inh: -13; E-selectin induc: 0.0; EWS-Fli inh: -8; esBAF inh: -3; FN deposition inh: -2

Results for COc1ccc(S(=O)(=O)N2CCOCC2)cc1NC(=O)CCNC(=O)c1ccc(Cl)cc1 ?
S100A4 MyoIIA: -12; XiGFP reactiv: 0.1; RAD54 branch: 2; RAD52 inh: -20; E-selectin induc: -1.4; EWS-Fli inh: -19; esBAF inh: 4; FN deposition inh: -9

How did O=C(O)CCSCCC(=O)O do in these assays?
S100A4 MyoIIA: 10; RAD54 branch: 5; esBAF inh: -8; FN deposition inh: 3

What do the screens show for `COc1ccc(N2CCN(C(=O)Cc3ccc(Br)cc3)CC2)cc1`?
S100A4 MyoIIA: -2; XiGFP reactiv: 0.2; RAD52 inh: -15; E-selectin induc: -0.1; EWS-Fli inh: 4; FN deposition inh: 0

Results for O=C(C[C@@H]1CC[C@@H]2[C@H](COC[C@@H](O)CN2C(=O)Nc2ccc(Cl)cc2)O1)N1CCCCC1 ?
S100A4 MyoIIA: 9; XiGFP reactiv: -0.2; RAD54 branch: -5; RAD52 inh: 4; E-selectin induc: -0.1; EWS-Fli inh: -58; esBAF inh: 23; FN deposition inh: 6

How did O=C1Nc2ccccc2C(=O)N2[C@H](c3ccccc3)[C@@H]3C(=O)N(Cc4ccccc4)C(=O)[C@@H]3[C@H]12 do in these assays?
S100A4 MyoIIA: -14; XiGFP reactiv: 0.2; RAD54 branch: 2; RAD52 inh: -27; E-selectin induc: -0.2; EWS-Fli inh: 0; esBAF inh: -1; FN deposition inh: -5

What do the screens show for `COC(=O)c1c(C)oc(C)c1S(=O)(=O)NC(c1ccccc1)c1ccccc1`?
S100A4 MyoIIA: -2; XiGFP reactiv: 0.1; RAD54 branch: -13; RAD52 inh: -11; E-selectin induc: 4.5; EWS-Fli inh: -2; esBAF inh: -3; FN deposition inh: -2

Results for CC(C)NC(=O)Nc1cccc2c1O[C@H](CN(C)Cc1ccc3c(c1)OCO3)[C@H](C)CN([C@@H](C)CO)C2=O ?
S100A4 MyoIIA: -23; XiGFP reactiv: 0.0; RAD52 inh: 3; E-selectin induc: -0.1; EWS-Fli inh: -6; FN deposition inh: 3

Results for NC(c1csc(Nc2nccc(C(F)(F)F)n2)n1)C1CCCCC1 (configuration not stated) ?
S100A4 MyoIIA: -4; XiGFP reactiv: 0.6; RAD54 branch: -8; RAD52 inh: 4; E-selectin induc: 0.1; EWS-Fli inh: -9; esBAF inh: -6; FN deposition inh: -6

What do the screens show for `CC(=O)c1sc(Nc2ccc(C)cc2)nc1C`?
S100A4 MyoIIA: -4; XiGFP reactiv: 0.0; RAD52 inh: -12; EWS-Fli inh: -2; FN deposition inh: 0

Results for CCOCCn1c(SCc2ccc(F)cc2)nc2c1c(=O)[nH]c(=O)n2C ?
S100A4 MyoIIA: -2; XiGFP reactiv: -0.1; RAD54 branch: 1; RAD52 inh: -8; E-selectin induc: 0.8; EWS-Fli inh: 1; esBAF inh: 1; FN deposition inh: 8

What do the screens show for `Cc1ccc(NC(=O)[C@H](C)NC(=O)C2CCN(C(=O)[C@@H](N)CC(C)C)CC2)cc1`?
S100A4 MyoIIA: -1; XiGFP reactiv: 0.0; RAD54 branch: -33; RAD52 inh: 10; EWS-Fli inh: 6; esBAF inh: 4; FN deposition inh: -12

Screening results deposited in PubChem by Broad Institute.
